Screening data (PubChem BioAssay)
T cruzi growth: T. cruzi proliferation inhibition | T. cruzi beta-gal in NIH3T3, GalScreen luminescence, 90 h | inhibition, % at 8.34 µM | 77,000 compounds, 5.9% hits | AID 624255;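 active = mean inhibition above about 93%, with at least 55% of replicates each passing it, limit read from the data, passing the limit was not always enough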
Pf Dd2 inh: P. falciparum Dd2 growth inhibition | SYBR Green, 72 h; hits give low values | activity change, % at 10 µM | 94,000 compounds, 2.3% hits | AID 1159554; in the data active = activity change below about -80%
C diff HTS: C. difficile growth inhibition; Clostridium difficile clinical isolate growth, OD600, 24 h; hits give low values; growth activity, negative = inhibition, % at 16 µg/mL (by protocol); 86,000 compounds, 0.25% hits; AID 1259249;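 active = mean growth activity at or below -80% and every replicate also at or below -80%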;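 note: 0% = DMSO wells and -100% = levofloxacin 16 µg/mL wells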
KDM4C inh: KDM4C (human) demethylase inhibition. Q9H3R0. GST-KDM4C 2-372, H3K9me3 peptide, LANCE TR-FRET. inhibition, % at 12.5 µM. 96,000 compounds, 0.15% hits. AID 720574;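 active = mean replicate inhibition above about 25%, with at least 55% of replicates also reaching it, limit read from the data, passing the limit was not always enough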
Target sequence (Q9H3R0 2-372 limits assumed): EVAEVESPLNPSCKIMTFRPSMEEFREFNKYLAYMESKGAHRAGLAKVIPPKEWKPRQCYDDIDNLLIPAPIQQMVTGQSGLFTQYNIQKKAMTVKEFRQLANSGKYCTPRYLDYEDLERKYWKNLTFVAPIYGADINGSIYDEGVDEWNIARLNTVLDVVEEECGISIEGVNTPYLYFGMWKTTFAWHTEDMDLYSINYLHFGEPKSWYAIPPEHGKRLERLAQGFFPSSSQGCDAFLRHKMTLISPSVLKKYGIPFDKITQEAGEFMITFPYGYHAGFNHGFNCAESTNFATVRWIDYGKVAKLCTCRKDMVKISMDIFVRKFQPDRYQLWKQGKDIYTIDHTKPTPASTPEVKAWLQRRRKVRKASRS
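System: N-terminal GST-fused human GASC-1 (KDM4C) fragment, residues 2-372 / Amount: 10 nM GST-KDM4C in enzyme reaction / Also added: H3K9me3 peptide with Fe(II)/2OG / Times: 30 min demethylation and 1 h detection at room temperature / Signal: LANCE TR-FRET / Read-out basis: Fall in 671/618 emission ratio as inhibition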
* hit, by the source's call; x = no result given; & = joins results of further samples.

| entry | Compound | T cruzi growth | Pf Dd2 inh | C diff HTS | KDM4C inh |
| --- | --- | --- | --- | --- | --- |
| 1 | C[C@H](CO)N1C[C@H](C)[C@H](CN(C)S(=O)(=O)c2ccc(F)cc2)Oc2c(NC(=O)Nc3ccccc3)cccc2C1=O | -117 | -19 | 13 | -1.0 |
| 2 | C[C@@H]1CN([C@@H](C)CO)C(=O)c2cccc(NS(=O)(=O)c3ccccc3)c2O[C@H]1CN(C)S(=O)(=O)c1cccs1 | 3 | 5 | -1 | -0.6 |
| 3 | COc1ccc(CN(C)C[C@H]2OCCCC[C@@H](C)Oc3ccc(NC(=O)Nc4ccc(F)cc4)cc3C(=O)N([C@@H](C)CO)C[C@H]2C)cc1 | 70 | -76 | 4 | -2.6 |
| 4 | C[C@@H](O)C#Cc1ccc([C@H]2[C@H](CO)N3CCCCN(C(=O)c4ccc(F)cc4)C[C@@H]23)cc1 | -26 | 9 | -3 | -0.5 |
| 5 | CCc1nc(N2[C@@H](C#N)[C@@H](c3ccccc3-c3ccc(F)cc3)[C@@H]2CO)sc1C | x | -50 | 1 | 0.7 |
| 6 | CCCNC(=O)NC[C@H]1[C@H](c2ccc(C3=CCCC3)cc2)[C@@H](CO)N1C(=O)CC | 63 | -18 | 12 | -0.2 |
| 7 | C[C@@H]1CN([C@H](C)CO)C(=O)c2cc(-c3cccc(C#N)c3)cnc2O[C@H]1CN(C)C(=O)c1cnccn1 | x | 23 | 1 | -1.3 |
| 8 | COc1ccc(NC(=O)N(C)C[C@@H]2Oc3ccc(NS(=O)(=O)c4ccc(OC)cc4)cc3C(=O)N([C@H](C)CO)C[C@@H]2C)cc1 | -2 | 29 | 3 | 5.0 |
| 9 | O=C(C[C@H]1CC[C@H]2[C@@H](COC[C@H](O)CN2Cc2cccc(Cl)c2)O1)NCC1CCCCC1 | 81 | x | -12&-27 | 2.0 |
| 10 | CC(C)NC(=O)Nc1ccc2c(c1)C(=O)N([C@@H](C)CO)C[C@H](C)[C@H](CN(C)CC1CCCCC1)OCCCC[C@H](C)O2 | 39 | -41 | x | 0.1 |
| 11 | O=C(C[C@@H]1CC[C@@H]2[C@H](COC[C@H](O)CN2C(=O)c2cc(Cl)cc(Cl)c2)O1)N1CCc2ccccc2C1 | 31 | x | 29&13 | -2.5 |
| 12 | COc1ccc(NC(=O)N(C)C[C@@H]2Oc3ccc(NC(=O)CCN4CCOCC4)cc3C(=O)N([C@@H](C)CO)C[C@H]2C)cc1 | -25 | 15 | -2 | 1.8 |
| 13 | O=C(Cc1ccccn1)N[C@H]1CC[C@H](CCn2cc(-c3ccc(F)cc3)nn2)O[C@H]1CO | x | -6 | 2 | 1.4 |
| 14 | COc1ccccc1C#Cc1ccc2c(c1)O[C@@H](CN(C)Cc1cncnc1)[C@@H](C)CN([C@@H](C)CO)S2(=O)=O | 67 | -64 | -5 | -1.6 |
| 15 | CO[C@H](CN(C)C(=O)c1ccccc1F)[C@H](C)CN([C@H](C)CO)S(=O)(=O)c1ccccc1 | 2 | 17 | x | 0.1 |
| 16 | COCCNC(=O)C[C@@H]1C=C[C@@H](NC(=O)NC2CCCC2)[C@H](CO)O1 | 12 | 14 | x | 2.1 |
| 17 | CCCC#Cc1ccc2c(c1)O[C@@H](CN(C)Cc1cccnc1)[C@@H](C)CN([C@@H](C)CO)S2(=O)=O | 96* | -39 | 4 | 1.2 |
| 18 | O=C(O)[C@H]1[C@H](CO)[C@H]2Cn3c(cccc3=O)[C@H]2N1C(=O)NC1CCCC1 | 42 | x | -4 | -0.7 |
| 19 | C[C@@H]1CN([C@H](C)CO)C(=O)c2cccc(NC(=O)Nc3cccc4ccccc34)c2O[C@@H]1CN(C)S(C)(=O)=O | -22 | -6 | 2 | -0.3 |
| 20 | C[C@@H]1CN([C@@H](C)CO)C(=O)c2cc(C#CCN(C)C)cnc2O[C@H]1CN(C)C(=O)c1ccc2c(c1)OCO2 | x | -2 | 1 | 1.6 |
| 21 | O=C(C1CCOCC1)N1C[C@H]2[C@@H](c3ccccc31)[C@@H](CO)N2C(=O)Nc1ccccc1F | 29 | 0 | 15 | -1.8 |
| 22 | N#C[C@H]1[C@@H](c2ccccc2-c2cccc(F)c2)[C@@H](CO)N1C(=O)c1cccnc1 | x | -1 | 11 | -1.5 |
| 23 | C[C@@H]1CN([C@H](C)CO)C(=O)c2cc(-c3ccccc3)cnc2O[C@@H]1CN(C)C(=O)c1ccccn1 | 42 | 4 | 0 | -0.4 |
| 24 | O=C(Cc1ccccn1)N[C@H]1CC[C@H](CCNC(=O)c2cc(Cl)cc(Cl)c2)O[C@H]1CO | 1 | -3 | x | 1.3 |
| 25 | Cc1ccc(S(=O)(=O)Nc2ccc3c(c2)C(=O)N([C@H](C)CO)C[C@@H](C)[C@@H](CN(C)Cc2ccc(C(F)(F)F)cc2)O3)cc1 | 71 | 1 | x | 2.8 |
| 26 | OC[C@H]1[C@@H](c2ccc(C#CC3(O)CCCC3)cc2)[C@H]2CN(Cc3cncnc3)CCCCN21 | 61 | 5 | -7 | 1.1 |
| 27 | CN(C)C(=O)c1cccc(-c2ccc([C@@H]3[C@@H](CO)N4CCCCN(Cc5cccnc5)C[C@@H]34)cc2)c1 | -8 | 0 | 0 | -1.1 |
| 28 | C[C@@H]1CN([C@H](C)CO)C(=O)c2cccc(NC(=O)Nc3ccc(F)cc3)c2O[C@@H]1CN(C)C(=O)Nc1ccccc1 | 59 | 2 | 9 | 0.0 |
| 29 | CCc1csc(N2[C@@H](C#N)[C@@H](c3ccc(C#Cc4ccc(F)cc4)cc3)[C@@H]2CO)n1 | 94 | -47 | 8 | -4.3 |
| 30 | CCC(=O)N[C@H]1C=C[C@H](CC(=O)NCc2cc(F)cc(F)c2)O[C@@H]1CO | -9 | 15 | x | 0.6 |
| 31 | C[C@@H]1CN([C@H](C)CO)S(=O)(=O)c2ccc(C#CC(C)(C)O)cc2O[C@H]1CN(C)Cc1ccc(F)cc1 | x | -14 | 4 | -1.0 |
| 32 | Cc1ccc(-c2ccc3c(c2)O[C@H](CN(C)C(=O)C2CCCCC2)[C@@H](C)CN([C@@H](C)CO)S3(=O)=O)cc1 | 123* | -41 | x | -1.7 |
| 33 | COc1ccc(CN(C)C[C@@H]2OCCCC[C@H](C)Oc3ccc(NC(=O)CCC(F)(F)F)cc3C(=O)N([C@H](C)CO)C[C@H]2C)cc1 | 44 | -47 | 4 | 1.8 |
| 34 | COc1ccc2c3c(n(C)c2c1)[C@H](CO)N(C(=O)c1cccnc1)CC31CCN(C(=O)c2cccnc2)CC1 | x | 42 | -3 | 0.6 |
| 35 | COc1ccc(-c2cnc3c(c2)C(=O)N([C@@H](C)CO)C[C@@H](C)[C@@H](CN(C)C(=O)CN(C)C)O3)cc1 | 21 | -1 | -6 | 1.8 |
| 36 | Cn1cnc(S(=O)(=O)N2C[C@@H](O)COC[C@H]3O[C@@H](CC(=O)NCc4cccc(F)c4)CC[C@@H]32)c1 | 26 | x | 9&-12 | 0.4 |
| 37 | O=C(C1CCC1)N1[C@@H](CO)[C@@H](c2ccccc2)C12CN(Cc1ccccc1)C2 | x | -42 | 16 | -0.9 |
| 38 | CCCNC(=O)N1[C@H](CNC(C)=O)[C@@H](c2ccc(-c3ccccc3)cc2)[C@@H]1CO | 110* | -2 | -1 | -0.8 |
| 39 | C[C@@H]1CCCCO[C@H](CN(C)S(=O)(=O)c2cn(C)cn2)[C@@H](C)CN([C@H](C)CO)C(=O)c2cc(NS(=O)(=O)c3cccs3)ccc2O1 | 31 | 54 | 3 | -2.4 |
| 40 | C[C@@H]1CN([C@H](C)CO)S(=O)(=O)c2ccc(C3=CCCCC3)cc2O[C@@H]1CN(C)S(=O)(=O)c1ccc(F)cc1 | 119* | -55 | 6 | -0.2 |
| 41 | Cc1ccc(S(=O)(=O)NCC[C@H]2CC[C@H](NS(=O)(=O)c3ccccc3Cl)[C@@H](CO)O2)cc1 | 23 | -37 | -9 | -1.7 |
| 42 | Cc1ccc(-c2ccccc2[C@H]2[C@@H](CO)N(C(=O)Cc3cccnc3)[C@H]2C#N)cc1 | x | -39 | -9 | -0.4 |
| 43 | COc1ccc2c3c(n(C)c2c1)[C@H](CO)N(Cc1ccccc1Cl)CC31CCN(C(=O)CC2CC2)CC1 | x | -57 | 10 | -1.5 |
| 44 | C[C@@H]1CCCCO[C@@H](CN(C)C)[C@H](C)CN([C@H](C)CO)C(=O)c2cc(NC(=O)C3CCCCC3)ccc2O1 | -55 | -12 | -4 | 1.0 |
| 45 | CC(C)NC(=O)Nc1ccc2c(c1)C(=O)N([C@@H](C)CO)C[C@H](C)[C@H](CN(C)S(=O)(=O)c1ccccc1)OCCCC[C@H](C)O2 | x | -70 | -9 | -0.6 |
| 46 | CCC(=O)N1[C@H](CO)[C@H](c2ccc(-c3ccc(F)cc3)cc2)[C@@H]1CNC(C)=O | -4 | -73 | -3 | 0.4 |
| 47 | CC(C)NC(=O)Nc1cccc2c1O[C@H](CN(C)S(=O)(=O)c1cccs1)[C@@H](C)CN([C@@H](C)CO)C2=O | 63 | 10 | 3 | -0.3 |
| 48 | C[C@H]1CN([C@@H](C)CO)C(=O)Cc2cc(NS(=O)(=O)c3ccc(Cl)cc3)ccc2O[C@H]1CN(C)C(=O)Nc1ccc2c(c1)OCO2 | 25 | 7 | x | 5.5 |
| 49 | COc1ccc(CNC(=O)C[C@H]2CC[C@@H]3[C@@H](COc4ccc(NC(=O)C5CC5)cc4C(=O)N3C)O2)cc1 | 79 | -32 | -2 | 3.5 |
| 50 | COCC#Cc1ccc([C@H]2[C@H]3CN(C(=O)CN(C)C)CCCCN3[C@H]2CO)cc1 | 21 | 6 | -7 | 1.6 |
| 51 | COc1ccc(S(=O)(=O)N(C)C[C@H]2OCCCC[C@@H](C)Oc3ccc(NC(=O)CCC(F)(F)F)cc3C(=O)N([C@@H](C)CO)C[C@@H]2C)cc1 | 80 | -58 | 1 | -2.3 |
| 52 | O=C(C[C@@H]1C=C[C@H](NC(=O)Nc2ccccc2F)[C@H](CO)O1)NCc1ccc(Cl)cc1 | 37 | -3 | -2 | -0.5 |

An excerpt of these results, with values under each structure.
The line under a structure holds: T cruzi growth	Pf Dd2 inh	C diff HTS	KDM4C inh
[36] Cn1cnc(S(=O)(=O)N2C[C@@H](O)COC[C@H]3O[C@@H](CC(=O)NCc4cccc(F)c4)CC[C@@H]32)c1
    26	x	9&-12	0.4
[37] O=C(C1CCC1)N1[C@@H](CO)[C@@H](c2ccccc2)C12CN(Cc1ccccc1)C2
    x	-42	16	-0.9
[38] CCCNC(=O)N1[C@H](CNC(C)=O)[C@@H](c2ccc(-c3ccccc3)cc2)[C@@H]1CO
    110*	-2	-1	-0.8
[39] C[C@@H]1CCCCO[C@H](CN(C)S(=O)(=O)c2cn(C)cn2)[C@@H](C)CN([C@H](C)CO)C(=O)c2cc(NS(=O)(=O)c3cccs3)ccc2O1
    31	54	3	-2.4
[40] C[C@@H]1CN([C@H](C)CO)S(=O)(=O)c2ccc(C3=CCCCC3)cc2O[C@@H]1CN(C)S(=O)(=O)c1ccc(F)cc1
    119*	-55	6	-0.2
[41] Cc1ccc(S(=O)(=O)NCC[C@H]2CC[C@H](NS(=O)(=O)c3ccccc3Cl)[C@@H](CO)O2)cc1
    23	-37	-9	-1.7
[42] Cc1ccc(-c2ccccc2[C@H]2[C@@H](CO)N(C(=O)Cc3cccnc3)[C@H]2C#N)cc1
    x	-39	-9	-0.4
[43] COc1ccc2c3c(n(C)c2c1)[C@H](CO)N(Cc1ccccc1Cl)CC31CCN(C(=O)CC2CC2)CC1
    x	-57	10	-1.5
[44] C[C@@H]1CCCCO[C@@H](CN(C)C)[C@H](C)CN([C@H](C)CO)C(=O)c2cc(NC(=O)C3CCCCC3)ccc2O1
    -55	-12	-4	1.0
[45] CC(C)NC(=O)Nc1ccc2c(c1)C(=O)N([C@@H](C)CO)C[C@H](C)[C@H](CN(C)S(=O)(=O)c1ccccc1)OCCCC[C@H](C)O2
    x	-70	-9	-0.6
[46] CCC(=O)N1[C@H](CO)[C@H](c2ccc(-c3ccc(F)cc3)cc2)[C@@H]1CNC(C)=O
    -4	-73	-3	0.4
[47] CC(C)NC(=O)Nc1cccc2c1O[C@H](CN(C)S(=O)(=O)c1cccs1)[C@@H](C)CN([C@@H](C)CO)C2=O
    63	10	3	-0.3
[48] C[C@H]1CN([C@@H](C)CO)C(=O)Cc2cc(NS(=O)(=O)c3ccc(Cl)cc3)ccc2O[C@H]1CN(C)C(=O)Nc1ccc2c(c1)OCO2
    25	7	x	5.5
[49] COc1ccc(CNC(=O)C[C@H]2CC[C@@H]3[C@@H](COc4ccc(NC(=O)C5CC5)cc4C(=O)N3C)O2)cc1
    79	-32	-2	3.5
[50] COCC#Cc1ccc([C@H]2[C@H]3CN(C(=O)CN(C)C)CCCCN3[C@H]2CO)cc1
    21	6	-7	1.6
[51] COc1ccc(S(=O)(=O)N(C)C[C@H]2OCCCC[C@@H](C)Oc3ccc(NC(=O)CCC(F)(F)F)cc3C(=O)N([C@@H](C)CO)C[C@@H]2C)cc1
    80	-58	1	-2.3
[52] O=C(C[C@@H]1C=C[C@H](NC(=O)Nc2ccccc2F)[C@H](CO)O1)NCc1ccc(Cl)cc1
    37	-3	-2	-0.5
